Bioassay records (PubChem BioAssay)
Rab2A wt mod: changes GTP binding to wildtype dog Rab2A, up or down; GTP binding activity, % at 10 µM; P61105; AID 760; actives 0.19% (n = 190,000); GST-Rab2 wt beads, Bodipy-GTP binding, flow cytometry;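 active means GTP binding activity at least 20 points away from 100%, either lowered or raised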;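 further: 0% = beads with excess unlabeled GTP and 100% = no-compound control corrected for plate trend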
ABCG2 block: human ABCG2 inhibition, ABCB1 as counter-screen | IgMXP3 cells, JC-1 efflux, flow cytometry | AID 1325 | Q9UNQ0 | inhibition, % at 6.6 µM | actives 0.1% (n = 190,000);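 active means inhibition above 80%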;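 further: 0% = DMSO and 100% = nicardipine control wells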
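Incubation: cells with compound and JC-1, 10 min at 25 °C, rotating, no wash / Test system: IgMXP3 (ABCG2) plus far-red-tagged CCRF-Adr (ABCB1) cells / Compound dosing: one concentration, 6.6 µM final / Also added: JC-1 fluorescent substrate / Evaluation: efflux inhibition in percent versus controls / Detection: flow cytometry, 530 nm JC-1 signal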
Rac1 wt modul: alters GTP binding to wildtype human Rac1; P63000; GTP binding activity (% of control), % at 10 µM; GST-Rac1 beads, fluorescent GTP binding, flow cytometry; actives lie on both sides; 0 = cold GTP competed, 100 = untreated; actives 0.27% (n = 190,000);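 active means GTP binding activity at least 20 points away from the 100% control level, either lower or higher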
Avidin fluor: compound fluoresces at 488/530 nm on avidin beads; fluorescence (KMESF) at 10 µM; actives 0.38% (n = 220,000); compound fluorescence 488/530 nm, flow cytometry; hits give high values; in the data active means fluorescence above about 47; further: inactives centre near 10
Pf gamet viab: kills late stage P. falciparum gametocytes; P. falciparum stage V gametocytes, ATP luminescence, 24 h; inhibition, % at 10.9 µM; actives 0.065% (n = 150,000); AID 743093;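 active means inhibition above the mean plus 3 SD of compounds within the control limits, set per campaign, cut at about 38% in these data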;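 further: 0% = DMSO wells and 100% = medium only without gametocytes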
ABCB1 inh: blocks JC-1 efflux by human ABCB1 transporter; P08183; CCRF-Adr cells, flow cytometry; inhibition, % at 6.6 µM; actives 0.067% (n = 190,000); in the data active means inhibition above about 40%;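 further: 0% = vehicle and 100% = reference inhibitor; higher value means more JC-1 retained so stronger ABCB1 efflux block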
Cdc42 wt: modulators (inhibitors or activators) of GTP binding to human Cdc42 wildtype; percent activity (GTP binding), % at 10 µM; P60953; GST-Cdc42 beads, Bodipy-GTP binding, flow cytometry; actives lie on both sides; actives 0.2% (n = 190,000);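 active means percent activity GTP binding at least 20 points away from the 100% baseline, either down as inhibitor or up as activator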;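 further: median bead fluorescence of bound Bodipy-FL-GTP at 100 nM; 0% = excess unlabeled GTP control and 100% = no compound control; below 100% means less GTP binding so inhibitor and above means activator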
Target sequence (P60953 whole entry, looked up): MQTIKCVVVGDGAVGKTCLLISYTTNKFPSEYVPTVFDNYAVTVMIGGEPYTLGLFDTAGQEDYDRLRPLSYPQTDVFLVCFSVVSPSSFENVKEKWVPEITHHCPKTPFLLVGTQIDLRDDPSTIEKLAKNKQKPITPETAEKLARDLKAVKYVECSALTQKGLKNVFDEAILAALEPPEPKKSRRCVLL
Rab7 wt GTP bind: dog Rab7 wildtype GTP binding, inhibitors and activators; GST-Rab7 beads, fluorescent GTP binding, flow cytometry; actives lie on both sides; untreated = 100%, excess cold GTP = 0%; GTP binding activity (percent of control), % at 10 µM; actives 0.055% (n = 190,000);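 active means fluorescent GTP binding to Rab7 beads changed by at least 20 points from the 100% baseline, either direction, mostly lower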;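 further: median green fluorescence of bound Bodipy-FL-GTP per Rab7 bead population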
Mcl1-Noxa inh: Mcl-1/Noxa interaction inhibition; Q07820; AID 1022; TR-FRET Mcl-1/Noxa peptide binding, 2 h; actives 1.5% (n = 220,000); inhibition, % at 21.7 µM;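 active means compounds that cut the protein-peptide binding signal by more than 50% relative to plate controls in a single-dose test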;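 further: His-tagged Mcl-1 with rhodamine Noxa BH3 peptide and terbium anti-His antibody; 0% = Mcl-1 plus Noxa peptide wells and 100% = peptide-only wells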
Target sequence (Q07820 whole entry, looked up): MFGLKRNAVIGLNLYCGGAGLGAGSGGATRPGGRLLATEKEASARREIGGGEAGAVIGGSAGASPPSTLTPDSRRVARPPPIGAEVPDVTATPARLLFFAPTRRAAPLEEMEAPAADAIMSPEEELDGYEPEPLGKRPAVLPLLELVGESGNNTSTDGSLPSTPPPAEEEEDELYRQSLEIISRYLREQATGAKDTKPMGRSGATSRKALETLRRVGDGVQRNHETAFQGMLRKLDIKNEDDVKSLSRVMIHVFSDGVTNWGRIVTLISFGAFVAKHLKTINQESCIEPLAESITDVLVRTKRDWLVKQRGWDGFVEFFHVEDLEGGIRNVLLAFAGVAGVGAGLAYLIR
Rac1 act GTP bind: human Rac1 activated mutant GTP binding change. P63000. GST-Rac1 activated beads, fluorescent GTP binding, flow cytometry; actives lie on both sides; 100% means binding = to untreated wells. percent activity (GTP binding), % at 10 µM. actives 0.11% (n = 190,000). AID 764;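 active means GTP binding at least 20 percentage points away from the 100% baseline, in either direction, so actives lie on both sides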
HRas wt GTP bind: modulators of GTP binding to human HRas wildtype. P01112. GST-Ras wt beads, Bodipy-FL-GTP binding, flow cytometry; actives lie on both sides. GTP binding activity, % at 10 µM. actives 0.14% (n = 190,000);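 active means GTP binding activity at least 20% away from the 100% baseline, either lowered as inhibitor or raised as activator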;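 further: 0% = unlabeled GTP competition control and 100% = no-compound control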
Target sequence (P01112 whole entry, looked up): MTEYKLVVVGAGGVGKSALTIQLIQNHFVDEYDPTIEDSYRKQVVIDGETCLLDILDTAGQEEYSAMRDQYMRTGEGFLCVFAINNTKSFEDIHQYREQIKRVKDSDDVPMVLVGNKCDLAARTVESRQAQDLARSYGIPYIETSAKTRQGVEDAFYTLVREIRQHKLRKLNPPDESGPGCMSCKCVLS
Numbers without * were called inactive.

For Cc1cc2ccccn2c1C(=O)c1ccc(S(=O)(=O)N(C)C)cc1 the results were Rab2A wt mod 98, ABCG2 block 14, Rac1 wt modul 97, Avidin fluor 7, ABCB1 inh 0.6, Cdc42 wt 96, Rab7 wt GTP bind 96, Mcl1-Noxa inh -12, Rac1 act GTP bind 98 and HRas wt GTP bind 98.
Screening COc1ccc(C(=O)NCc2cn3ccsc3n2)cc1OC returned Rab2A wt mod 100, ABCG2 block -3, Rac1 wt modul 99, Avidin fluor 8, ABCB1 inh -1.5, Cdc42 wt 99, Rab7 wt GTP bind 101, Mcl1-Noxa inh -9, Rac1 act GTP bind 95 and HRas wt GTP bind 100.
Cn1cnnc1SCC(=O)c1cc2ccccc2o1 was read as Rab2A wt mod 99, ABCG2 block 0, Rac1 wt modul 100, Avidin fluor 24, Pf gamet viab 27, ABCB1 inh -0.2, Cdc42 wt 100, Rab7 wt GTP bind 98, Mcl1-Noxa inh -5, Rac1 act GTP bind 96 and HRas wt GTP bind 98.
`CCCN(CCC)CCCNc1ccc(C(=O)Nc2cccc(OC)c2)cc1[N+](=O)[O-]` gave Rab2A wt mod 92, ABCG2 block 5, Rac1 wt modul 97, Avidin fluor 8, Pf gamet viab 29, ABCB1 inh 1.9, Cdc42 wt 85, Rab7 wt GTP bind 103, Mcl1-Noxa inh 32, Rac1 act GTP bind 95 and HRas wt GTP bind 91.
Screening COc1cc2c(cc1OC)-c1cc(NC3CCCCCC3)nc(=O)n1CC2 returned Rab2A wt mod 75*, ABCG2 block 29, Rac1 wt modul 80, Avidin fluor 8, ABCB1 inh 0.1, Cdc42 wt 77*, Rab7 wt GTP bind 84, Mcl1-Noxa inh 6, Rac1 act GTP bind 86 and HRas wt GTP bind 75*.
For C=CCNCCOCCOc1ccccc1-c1ccccc1 the results were Rab2A wt mod 98, ABCG2 block 3, Rac1 wt modul 102, Avidin fluor 11, Pf gamet viab 9, ABCB1 inh 0.9, Cdc42 wt 96, Rab7 wt GTP bind 100, Mcl1-Noxa inh 30, Rac1 act GTP bind 95 and HRas wt GTP bind 98.
For Cc1cc(C(=O)N/N=C\C(Br)=C\c2ccccc2)c(C)o1 the results were Rab2A wt mod 95, ABCG2 block 2, Rac1 wt modul 99, Avidin fluor 7, Pf gamet viab -9, ABCB1 inh -0.5, Cdc42 wt 93, Rab7 wt GTP bind 102, Mcl1-Noxa inh 10, Rac1 act GTP bind 93 and HRas wt GTP bind 98.
COc1ccc(NS(=O)(=O)c2cc(NC(=O)c3cnc(C)cn3)ccc2N2CCCCC2)cc1 was read as Rab2A wt mod 99, ABCG2 block 8, Rac1 wt modul 101, Avidin fluor 9, Pf gamet viab 6, ABCB1 inh 1.3, Cdc42 wt 100, Rab7 wt GTP bind 102, Mcl1-Noxa inh 8, Rac1 act GTP bind 101 and HRas wt GTP bind 101.
N#CCCn1nc(-c2ccc(Cl)cc2)cc1Nc1ccccc1NC(=O)C(F)(F)F was read as Rab2A wt mod 94, ABCG2 block 6, Rac1 wt modul 98, Avidin fluor 7, ABCB1 inh 0.4, Cdc42 wt 97, Rab7 wt GTP bind 97, Mcl1-Noxa inh 1, Rac1 act GTP bind 100 and HRas wt GTP bind 95.
For Cc1csc2nc(CSc3ccc(Cl)cc3)cn12 the results were Rab2A wt mod 102, ABCG2 block 2, Rac1 wt modul 103, Avidin fluor 11, ABCB1 inh -2.5, Cdc42 wt 103, Rab7 wt GTP bind 100, Mcl1-Noxa inh 3, Rac1 act GTP bind 102 and HRas wt GTP bind 103.
`COc1ccc(N2Cc3cccc(C(=O)N4CCN(C(=O)c5ccco5)CC4)c3C2=O)cc1` gave Rab2A wt mod 97, ABCG2 block 1, Rac1 wt modul 94, Avidin fluor 4, ABCB1 inh 0.0, Cdc42 wt 98, Rab7 wt GTP bind 97, Mcl1-Noxa inh 74*, Rac1 act GTP bind 96 and HRas wt GTP bind 95.
`COc1ccc(-n2nc(C(=O)O)c3ccccc3c2=O)cc1` gave Rab2A wt mod 96, ABCG2 block 0, Rac1 wt modul 97, Avidin fluor 36, Pf gamet viab -6, ABCB1 inh 0.0, Cdc42 wt 99, Rab7 wt GTP bind 94, Mcl1-Noxa inh 9, Rac1 act GTP bind 97 and HRas wt GTP bind 96.
`Cc1[nH][nH]c(=O)c1C(c1c(C)[nH][nH]c1=O)c1cn(Cc2ccc(Cl)c(Cl)c2)c2ccccc12` gave Rab2A wt mod 101, ABCG2 block 2, Rac1 wt modul 100, Avidin fluor 11, Pf gamet viab -3, ABCB1 inh 0.1, Cdc42 wt 98, Rab7 wt GTP bind 102, Mcl1-Noxa inh -47, Rac1 act GTP bind 99 and HRas wt GTP bind 99.
COc1ccccc1C(=O)NNC(=O)C(=O)NC(C)(C)C was read as Rab2A wt mod 103, ABCG2 block 15, Rac1 wt modul 103, Avidin fluor 8, ABCB1 inh 0.7, Cdc42 wt 103, Rab7 wt GTP bind 106, Mcl1-Noxa inh 2, Rac1 act GTP bind 98 and HRas wt GTP bind 101.
CCCN=C1NC(=O)C(CC(=O)NCCc2ccc(OC)c(OC)c2)S1 (stereo unspecified) was read as Rab2A wt mod 99, ABCG2 block 9, Rac1 wt modul 105, Avidin fluor 20, ABCB1 inh 0.1, Cdc42 wt 101, Rab7 wt GTP bind 97, Mcl1-Noxa inh 8, Rac1 act GTP bind 100 and HRas wt GTP bind 99.
Screening CCOC(=O)N1CCN(S(=O)(=O)c2cc(-c3nn4c(C)nnc4c4ccccc34)ccc2C)CC1 returned Rab2A wt mod 94, ABCG2 block 13, Rac1 wt modul 96, Avidin fluor 20, ABCB1 inh 6.0, Cdc42 wt 98, Rab7 wt GTP bind 93, Mcl1-Noxa inh 12, Rac1 act GTP bind 96 and HRas wt GTP bind 98.
Screening COc1cccc(CNn2cn[nH]c2=S)c1OCc1ccccc1 returned Rab2A wt mod 101, ABCG2 block -1, Rac1 wt modul 101, Avidin fluor 8, Pf gamet viab -21, ABCB1 inh 0.1, Cdc42 wt 97, Rab7 wt GTP bind 103, Mcl1-Noxa inh 29, Rac1 act GTP bind 95 and HRas wt GTP bind 97.
`Cc1oc(-c2ccc(Cl)cc2)[n+]([O-])c1C` gave Rab2A wt mod 98, ABCG2 block 0, Rac1 wt modul 101, Avidin fluor 7, ABCB1 inh -0.1, Cdc42 wt 98, Rab7 wt GTP bind 97, Mcl1-Noxa inh 6, Rac1 act GTP bind 98 and HRas wt GTP bind 97.
For CCN1C(=O)C(CC(=O)NCc2ccc(Cl)cc2)N(CC)C1=O (stereo unspecified) the results were Rab2A wt mod 102, ABCG2 block 0, Rac1 wt modul 100, Avidin fluor 22, ABCB1 inh 0.3, Cdc42 wt 102, Rab7 wt GTP bind 101, Mcl1-Noxa inh -3, Rac1 act GTP bind 99 and HRas wt GTP bind 103.
COC(=O)c1cc(Br)c(=O)n(-c2nccs2)c1 was read as Rab2A wt mod 99, ABCG2 block 5, Rac1 wt modul 104, Avidin fluor 10, ABCB1 inh -0.9, Cdc42 wt 101, Rab7 wt GTP bind 99, Mcl1-Noxa inh 23, Rac1 act GTP bind 96 and HRas wt GTP bind 102.
O=c1c([N+](=O)[O-])c[nH]c2ccccc12 was read as Rab2A wt mod 99, ABCG2 block -2, Rac1 wt modul 100, Avidin fluor 16, Pf gamet viab -15, ABCB1 inh -0.7, Cdc42 wt 100, Rab7 wt GTP bind 100, Mcl1-Noxa inh 24, Rac1 act GTP bind 99 and HRas wt GTP bind 99.
For Cc1ccccc1OC(=O)C1C(c2ccccc2)C(C(=O)O)C1c1ccccc1 (stereo unspecified) the results were Rab2A wt mod 97, ABCG2 block 0, Rac1 wt modul 97, Avidin fluor 2, Pf gamet viab -9, ABCB1 inh 0.0, Cdc42 wt 96, Rab7 wt GTP bind 98, Mcl1-Noxa inh 7, Rac1 act GTP bind 95 and HRas wt GTP bind 96.
Screening COc1cc(C)nc(Oc2ccc(OCCOc3ccc(C)cc3)nn2)n1 returned Rab2A wt mod 102, ABCG2 block 1, Rac1 wt modul 106, Avidin fluor 39, ABCB1 inh 0.1, Cdc42 wt 105, Rab7 wt GTP bind 104, Mcl1-Noxa inh 16, Rac1 act GTP bind 99 and HRas wt GTP bind 104.
For O=C(OCn1nnc2ccccc2c1=O)C12CC3CC(CC(O)(C3)C1)C2 the results were Rab2A wt mod 100, ABCG2 block 0, Rac1 wt modul 103, Avidin fluor 11, Pf gamet viab -5, ABCB1 inh 0.0, Cdc42 wt 96, Rab7 wt GTP bind 104, Mcl1-Noxa inh -7, Rac1 act GTP bind 97 and HRas wt GTP bind 100.
Screening CCCCNc1nc2ccccc2nc1Cl returned Rab2A wt mod 96, ABCG2 block -1, Rac1 wt modul 94, Avidin fluor 9, Pf gamet viab 8, ABCB1 inh -0.6, Cdc42 wt 94, Rab7 wt GTP bind 101, Mcl1-Noxa inh -11, Rac1 act GTP bind 93 and HRas wt GTP bind 97.
For Cc1ccc(C(=O)COC(=O)c2cn3ccccc3n2)cc1 the results were Rab2A wt mod 100, ABCG2 block 4, Rac1 wt modul 102, Avidin fluor 8, Pf gamet viab -18, ABCB1 inh 0.5, Cdc42 wt 98, Rab7 wt GTP bind 106, Mcl1-Noxa inh 4, Rac1 act GTP bind 99 and HRas wt GTP bind 97.
Screening O=C(NCC(c1cccnc1)N1CCN(c2ccccc2F)CC1)c1cccc(Cl)c1 (stereo unspecified) returned Rab2A wt mod 99, ABCG2 block 9, Rac1 wt modul 100, Avidin fluor 11, ABCB1 inh 5.3, Cdc42 wt 99, Rab7 wt GTP bind 100, Mcl1-Noxa inh -4, Rac1 act GTP bind 98 and HRas wt GTP bind 99.
For CC1CCN(C(=O)C2CCN(C(=O)c3cc4sccc4n3Cc3ccc(F)cc3)CC2)CC1 the results were Rab2A wt mod 99, ABCG2 block 18, Rac1 wt modul 102, Avidin fluor 7, ABCB1 inh 9.0, Cdc42 wt 97, Rab7 wt GTP bind 100, Mcl1-Noxa inh 6, Rac1 act GTP bind 99 and HRas wt GTP bind 98.
Screening COc1ccc(OC(C)C(=O)Nc2ccccc2F)cc1 (stereo unspecified) returned Rab2A wt mod 94, ABCG2 block 11, Rac1 wt modul 97, Avidin fluor 11, ABCB1 inh 0.1, Cdc42 wt 94, Rab7 wt GTP bind 100, Mcl1-Noxa inh 14, Rac1 act GTP bind 95 and HRas wt GTP bind 96.
CC(C)c1csc(CN2CCN(Cc3ccccc3)C(CCO)C2)n1 (stereo unspecified) was read as Rab2A wt mod 98, ABCG2 block 1, Rac1 wt modul 99, Avidin fluor 8, Pf gamet viab 9, ABCB1 inh 0.6, Cdc42 wt 98, Rab7 wt GTP bind 101, Mcl1-Noxa inh 15, Rac1 act GTP bind 96 and HRas wt GTP bind 99.

The order is random; about 2.3% have a hit in one of these screens.
